# OXTR potentiate: human OXTR potentiation; actives 0.061% (n = 320,000); P30559; activation, % at 3 µM; AID 2445; CHO-OTR cells, Fluo-8 calcium fluorescence, potentiator mode; 0% = oxytocin EC15, 100% = EC100;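 active = activation above that plate's cutoff, the mean activation of tested compounds plus 3 SD, cut at about 6.6% in these data, passing the limit was not always enough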;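 note: 100% uses oxytocin at 75 nM as the full agonist control; some results filed as inactive read as strong as hits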
# Target sequence (P30559 whole entry, looked up): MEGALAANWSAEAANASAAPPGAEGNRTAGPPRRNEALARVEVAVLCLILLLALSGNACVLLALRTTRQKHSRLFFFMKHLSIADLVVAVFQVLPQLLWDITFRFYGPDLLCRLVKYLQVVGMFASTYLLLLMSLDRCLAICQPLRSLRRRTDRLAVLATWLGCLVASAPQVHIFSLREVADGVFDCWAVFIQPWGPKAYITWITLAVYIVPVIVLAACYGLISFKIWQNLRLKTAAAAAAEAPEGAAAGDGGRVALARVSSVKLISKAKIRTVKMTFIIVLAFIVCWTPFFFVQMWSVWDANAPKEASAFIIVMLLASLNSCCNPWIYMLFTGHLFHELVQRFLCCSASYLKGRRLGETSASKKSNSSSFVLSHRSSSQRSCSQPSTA
#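 Assay system: CHO cell line stably expressing human OTR | Also added: Oxytocin at about EC15, sub-maximal agonist stimulus | Times: Compound 6 min at room temperature before oxytocin, 100 s read | Measured by: Fluo-8 intracellular calcium fluorescence, ex 470-495, em 515-575 nm | Controls: EC15 oxytocin alone as 0%, 75 nM oxytocin as 100%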
# CHO-K1 Ca antag: nonselective inhibitor or artifact in parental CHO-K1 cells | ATP-induced calcium, Fluo-8 fluorescence | inhibition, % at 3 µM | actives 0.6% (n = 360,000) | AID 602250;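 active = inhibition above a per-plate cutoff, the plate's mean sample inhibition plus 3 SD, cut at about 24% in these data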;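 note: 0% = DMSO plus EC80 ATP and 100% = DMSO alone without ATP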
# CHO-K1 Ca ag: counter-screen for M1 agonists: effect in parental CHO-K1 cells. Fluo-8 calcium fluorescence; scaled to maximal ATP response, vehicle zero. activation, % at 3 µM. actives 0.48% (n = 360,000). AID 602248; in the data active = activation above about 15%;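 note: untransfected CHO-K1 host cells lacking M1 receptor as counterscreen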
# CHO parental Ca: counter-screen: ATP calcium response change in parental CHO cells; parental CHO-K1, ATP-induced calcium, Fluo-8 fluorescence; AID 463079; actives 0.63% (n = 330,000); inhibition, % at 5.6 µM;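 active = inhibition above that plate's mean sample inhibition plus 3 SD, cut at about 26% in these data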;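 note: 0% = ATP-challenged DMSO wells and 100% = DMSO wells without ATP; some compounds past the cut are filed as inactive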
#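 Test system: parental CHO cells; detection: calcium-sensitive Fluo-8 fluorescence; evaluation: percent inhibition of calcium signal; also added: ATP as calcium-mobilizing challenge; repeats: one well per compound; control set: ATP-challenged DMSO wells low, unchallenged DMSO wells high; compound: single nominal dose of 5.6 µM per compound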
# V1R ag counter: counter-screen for oxytocin receptor agonists: human V1a receptor agonists | P37288 | CHO-V1R cells, Fluo-8 calcium fluorescence, agonist mode; 0% DMSO, 100% 3 nM vasopressin | activation, % at 3 µM | actives 0.25% (n = 320,000);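 active = activation above the mean activation of all tested compounds plus 3 SD, per screening run, cut at about 20% in these data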;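 note: signal is peak over basal fluorescence ratio across a 100 second FLIPR read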
# TAAR1 antagonist: antagonists of human TAAR1. CHO RD-HGA16 TAAR1, Fluo-8 calcium fluorescence, antagonist. inhibition, % at 3 µM. actives 1.5% (n = 360,000). AID 624466;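 active = inhibition above a per-plate cutoff, the mean inhibition of test compounds on that plate plus 3 SD, cut at about 49% in these data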;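 note: 0% = DMSO plus EC80 beta-PEA response and 100% = DMSO alone without agonist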
# Target sequence (Q96RJ0 whole entry, looked up): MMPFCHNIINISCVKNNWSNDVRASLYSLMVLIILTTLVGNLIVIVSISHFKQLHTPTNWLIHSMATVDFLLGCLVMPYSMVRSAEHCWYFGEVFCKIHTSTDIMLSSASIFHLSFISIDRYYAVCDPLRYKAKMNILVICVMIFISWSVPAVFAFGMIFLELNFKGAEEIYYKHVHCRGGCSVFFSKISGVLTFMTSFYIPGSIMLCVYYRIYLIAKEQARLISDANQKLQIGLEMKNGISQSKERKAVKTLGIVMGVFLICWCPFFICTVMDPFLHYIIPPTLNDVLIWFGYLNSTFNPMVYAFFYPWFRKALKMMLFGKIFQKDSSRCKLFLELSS
#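 Test system: CHO RD-HGA16 cells bearing hTAAR1 | Reagent: β-PEA, EC80 | Compound dosing: 3 µM, single point | Schedule: Dye loading 75 min at 37 °C, then 30 min room temperature | Signal: Calcium fluorescence with Fluo-8 | Evaluation: Percent inhibition of PEA-evoked calcium signal, max/basal emission ratio | Control set: DMSO-only wells and EC80 β-PEA-stimulated wells | Repeats: Singlicate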
# GPR7 antagonist: blocks human GPR7 receptor signaling | P48145 | GPR7-expressing cells, fluorescence antagonist assay | inhibition, % at 4.4 µM | actives 1.1% (n = 290,000); in the data active = inhibition above about 16%, passing the limit was not always enough;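 note: cells stimulated with the agonist NPW; 0% = agonist with vehicle and 100% = vehicle without agonist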
# Target sequence (P48145 whole entry, looked up): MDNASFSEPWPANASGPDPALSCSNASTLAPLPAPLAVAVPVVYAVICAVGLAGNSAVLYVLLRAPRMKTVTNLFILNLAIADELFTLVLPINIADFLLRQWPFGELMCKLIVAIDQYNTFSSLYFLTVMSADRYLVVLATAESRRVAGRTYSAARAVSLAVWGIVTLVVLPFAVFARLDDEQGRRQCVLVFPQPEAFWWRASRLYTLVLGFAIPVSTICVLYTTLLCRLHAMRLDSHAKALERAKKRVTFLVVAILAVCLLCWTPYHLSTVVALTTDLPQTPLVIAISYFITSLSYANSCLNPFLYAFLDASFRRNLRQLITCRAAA
# M1 PAM parental: counter-screen for M1 PAMs: effect in parental CHO-K1 cells; ATP EC20, Fluo-8 calcium fluorescence; 0% at ATP EC20, 100% at ATP max; activation, % at 3 µM; actives 0.02% (n = 360,000); AID 602247;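 active = activation above the run cutoff, the mean activation of all test compounds plus 3 SD, cut at about 40% in these data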;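 note: peak over basal fluorescence ratio in a 140 s read after ATP addition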
# OXTR ag: activates the human oxytocin receptor; P30559; CHO-OTR cells, Fluo-8 calcium fluorescence; normalized: DMSO 0%, oxytocin 100%; activation, % at 3 µM; actives 0.32% (n = 320,000);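 active = activation above the mean of all tested compounds plus 3 SD, cutoff set per screening run, cut at about 20% in these data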;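 note: peak over basal fluorescence ratio from a 100 s FLIPR kinetic read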
# Active calls of the source: *; . = not tested or not shown.
SMILES,OXTR potentiate,CHO-K1 Ca antag,CHO-K1 Ca ag,CHO parental Ca,V1R ag counter,TAAR1 antagonist,GPR7 antagonist,M1 PAM parental,OXTR ag
O=C(NCCc1ccc(F)cc1)c1ccc([N+](=O)[O-])cc1,-8,-16,1.6,2,-0.7,6,1,8,0.8
Cc1nn(C(C)C)c(C)c1CN1CCCC(CCC(=O)NCc2ccccc2F)C1 (stereo not drawn),-3,6,-0.2,-7,1.2,14,-17,-7,0.1
CCC(C(=O)Nc1ncn[nH]1)(C(F)(F)F)C(F)(F)F,-15,8,-0.4,-7,0.3,4,-15,-6,-0.7
O=C(O)C1CCCCC1C(=O)NCCc1ccc(Cl)cc1 (stereo not drawn),-4,-6,0.8,1,-0.3,17,7,22,0.1
c1cnc2c(C3NCCc4c3[nH]c3ccccc43)cccc2c1 (stereo not drawn),-3,19,0.8,-10,2.2,.,2,-15,3.7
CC(=O)Nc1ccc(N2C(C(C)=O)=NN(c3ccccc3)C2c2cccs2)cc1 (stereo not drawn),-5,-22,1.0,-21,0.9,11,-9,4,0.9
O=C(Nc1ccc(F)c(F)c1)C1CCCN(S(=O)(=O)c2cccc3nonc23)C1 (stereo not drawn),-5,-10,0.7,4,3.5,0,0,2,1.1
CC1CCN(CCCOc2ccc(OCc3ccccc3)cc2)CC1,-10,-2,2.5,-5,4.7,18,9,10,6.7
CCCn1c(=O)c(C(=O)Nc2cc(C)ccn2)c(O)c2ccccc21,-10,-3,0.2,-3,1.0,-24,-11,12,0.9
O=C1CN(Cc2cc(=O)oc3cc4c(cc23)CCC4)CCN1,0,-9,0.8,-3,0.4,-1,-12,25,-0.7
CCN(CC)c1ccc(/C=N/NC(=O)c2ccc([N+](=O)[O-])cc2)cc1,-10,-13,0.0,-8,-0.9,9,9,12,-0.5
CN(CCc1ccccn1)C(=O)CC1C(=O)NCCN1Cc1ccc(-c2ccccc2)cc1 (stereo not drawn),1,-17,1.0,-25,0.4,-15,-10,4,1.1
Cc1ccc(C(=O)N2CCN(C3CCCCC3)CC2)s1,-6,-19,0.1,-6,0.1,-1,-8,3,0.5
COc1cc2c(cc1OC)C(c1ccccc1C)CC(=O)N2 (stereo not drawn),-3,-14,0.6,-6,1.2,-7,-11,12,1.2
CC1=C(C(=O)OC2CCCCC2)C(c2ccc(C)o2)C2=C(CC(C)(C)CC2=O)N1 (stereo not drawn),-4,-10,0.6,-22,-1.1,-22,6,16,-2.4
CCCCC(=O)NCc1ccc(Cl)cc1,-4,-4,0.0,6,-0.6,-1,-12,12,-0.9
CCOC(=O)C1CCN(S(=O)(=O)c2c(C)noc2C)CC1,11,-1,0.0,-6,0.3,-22,1,-5,1.1
CN(CCc1ccccn1)S(=O)(=O)c1ccc2c3c(cccc13)C(=O)N2,-8,0,0.7,-12,1.0,19,-9,16,2.2
Cc1ccccc1-n1cnc2c(sc3nc(N4CCOCC4)c4c(c32)CCCC4)c1=O,-11,3,4.4,-17,-0.6,-15,-5,-3,-1.8
CC(=O)OC(C)C(=O)NS(=O)(=O)c1ccc(C)cc1 (stereo not drawn),-6,15,-0.2,9,0.5,-11,10,-12,-0.2
Cn1c2ccc(F)cc2c2nnc(SCC(=O)Nc3cccc(O)c3)nc21,-9,-10,1.4,-15,0.4,20,-16,-1,0.6
CC(C)n1nc(C(=O)N2CCN(S(=O)(=O)c3cccs3)CC2)c2ccccc2c1=O,-4,.,.,-11,-1.5,5,-14,.,-0.2
O=C(COC(=O)/C=C/c1ccccc1)NCCC1=CCCCC1,-10,-12,1.6,-20,2.1,-8,6,13,-1.6
Cc1noc(C)c1NC(=O)N(C)C[C@@H]1Oc2ncc(C#CC3CC3)cc2C(=O)N([C@@H](C)CO)C[C@@H]1C,.,-8,0.0,.,.,-9,.,13,.
Cc1c(F)cccc1NC(=O)CCC(=O)O,-15,-7,0.4,-7,0.5,-6,6,13,-0.1
Cc1nc2sc(C(=O)Nc3ccccc3)c(N)c2c(C)c1[N+](=O)[O-],-2,-10,3.6,-17,0.0,3,0,15,-1.4
CCOc1cccc(-c2c(C(=O)N/N=C/c3ccoc3)nnn2-c2nonc2N)c1,-1,-5,1.2,-1,3.2,-3,-7,-2,4.3
Cc1[nH]c2ccccc2c1C(=O)NS(=O)(=O)Nc1ccc(Cl)cc1,-19,12,0.6,8,-0.5,15,-3,15,-0.4
Cn1c(NCC(O)CO)nc2c1c(=O)n(Cc1ccc(Cl)c(Cl)c1)c(=O)n2C (stereo not drawn),-4,-10,1.1,-3,0.8,0,-8,10,0.1
CCCC(C)C(=O)Nc1nc(C)c(-c2csc(Nc3cc(OC)ccc3OC)n2)s1 (stereo not drawn),-8,-16,-0.3,-16,-0.4,-11,-10,-2,-2.0
CC(O)CSc1nc2c(c(=O)[nH]c(=O)n2C)n1Cc1ccccc1Cl (stereo not drawn),.,-3,0.7,.,.,-11,-14,8,.
NC(=O)c1ccccc1NCC(=O)c1ccc(Cl)cc1,-9,-9,1.1,8,-0.5,-11,9,-1,-0.4
CC1=CC(C)(C)n2c(O)c(N=N)c3cc(C)cc1c32,-3,-12,0.1,-30,-2.2,-31,-15,14,-2.3
Cc1cc(NC(=O)C2CCN(S(=O)(=O)c3cnc[nH]3)CC2)ccc1Br,-10,0,-0.1,19,-0.6,0,-3,12,0.1
COc1cc(/C=C2/C(=O)N(c3ccc([N+](=O)[O-])cc3)N=C2N2CCOCC2)ccc1O,-3,-11,3.5,-10,0.5,-26,-1,11,0.5
O=CN1CCN(C2CC(=O)N(c3ccc4c(c3)OCO4)C2=O)CC1 (stereo not drawn),-11,-1,1.0,-4,1.0,-4,-4,6,0.6
CCOC(=O)N/N=C\c1ccccc1OC/C=C/c1ccccc1,.,-8,0.9,.,.,-22,1,7,.
CCC(C)c1ccc(N(C(=O)c2ccco2)C(C(=O)NC2CCCC2)c2cccnc2)cc1 (stereo not drawn),-10,-9,-0.9,-29,-1.4,-8,51*,5,-2.0
N#CC1=C(N)OC2=C(C(=O)CCC2)C12C(=O)N1CCCc3cccc2c31 (stereo not drawn),2,-3,-0.3,-6,-0.5,1,-14,-6,1.2
CCOc1cccc(-c2nnc(SCC(=O)Nc3cc(C)ccc3OC)n2N)c1,-11,-7,1.3,-10,-0.9,-5,-12,19,-1.3

# Compound profiles, from the list above:
# CCOc1cccc(-c2c(C(=O)N/N=C/c3ccoc3)nnn2-c2nonc2N)c1 across the screens: OXTR potentiate = -1; CHO-K1 Ca antag = -5; CHO-K1 Ca ag = 1.2; CHO parental Ca = -1; V1R ag counter = 3.2; TAAR1 antagonist = -3; GPR7 antagonist = -7; M1 PAM parental = -2; OXTR ag = 4.3
# Cc1nc2sc(C(=O)Nc3ccccc3)c(N)c2c(C)c1[N+](=O)[O-] across the screens: OXTR potentiate = -2; CHO-K1 Ca antag = -10; CHO-K1 Ca ag = 3.6; CHO parental Ca = -17; V1R ag counter = 0.0; TAAR1 antagonist = 3; GPR7 antagonist = 0; M1 PAM parental = 15; OXTR ag = -1.4

# Returning to the listing, starting two compounds before the break.
SMILES,OXTR potentiate,CHO-K1 Ca antag,CHO-K1 Ca ag,CHO parental Ca,V1R ag counter,TAAR1 antagonist,GPR7 antagonist,M1 PAM parental,OXTR ag
N#CC1=C(N)OC2=C(C(=O)CCC2)C12C(=O)N1CCCc3cccc2c31 (stereo not drawn),2,-3,-0.3,-6,-0.5,1,-14,-6,1.2
CCOc1cccc(-c2nnc(SCC(=O)Nc3cc(C)ccc3OC)n2N)c1,-11,-7,1.3,-10,-0.9,-5,-12,19,-1.3
CNc1oc(-c2ccc(F)cc2)nc1S(=O)(=O)c1ccccc1,2,-19,1.9,-20,-0.9,-23,-8,17,-2.1
O=C(N[C@@H](Cc1ccccc1)C(=O)N1CCN(S(=O)(=O)c2cccc(F)c2)CC1)c1ccco1,-5,-8,1.8,-28,1.3,-4,.,-5,2.0
O=C(O)c1ccc(S(=O)(=O)Nc2ccc(F)c(Cl)c2)cc1,3,5,-0.2,-15,0.7,14,-12,3,1.8
Cc1nc(Cl)sc1C(=O)Nc1cccc(Cl)c1C,3,3,-0.1,-7,-0.9,1,-6,-3,-2.3
Cc1ccccc1CN1CCN(CC(=O)NCc2ccco2)C1=O,-9,-8,0.7,-13,0.5,-4,15,21,-0.3
O=C(NCCCN1CCCC1=O)c1cc(S(=O)(=O)N2CCOCC2)ccc1Cl,-5,-1,0.7,-7,0.1,-21,-2,4,0.9
O=C1Nc2cc(C(=O)NCCN3CCCCCC3)ccc2S/C1=C/c1ccccc1F,.,-6,2.1,.,.,-3,.,19,.
Cc1cc(NC(=O)Cn2cnc3c2c(=O)n(C)c(=O)n3C)n(-c2ccccc2)n1,-6,-12,-0.6,-10,0.9,-2,-1,-3,0.0
Cc1ccc(C(NC(=O)NC(C)c2ccccc2)C(Cl)(Cl)Cl)cc1F (stereo not drawn),-15,3,3.7,-6,5.2,6,-15,2,3.7
Cc1cccc(N/N=C/c2ccc(C)s2)c1,-10,-8,1.2,-18,-0.6,-13,31,17,-1.4
COCCOC(=O)C1=C(C)NC(=O)NC1c1cn(-c2ccccc2)nc1-c1cccs1 (stereo not drawn),-9,-12,2.2,-19,-0.5,-1,-3,18,-1.4
O=C(NC1CCCCCC1)C1CCN(C(=O)Cc2ccccc2)CC1,-12,-7,0.3,-17,0.6,-1,-16,5,0.6
CC(=O)c1nn(-c2ccc(C(F)(F)F)cc2)c(=O)[nH]c1=O,-15,7,-0.1,-3,0.5,-3,12,-3,0.2
COc1ccc(-c2noc(=O)n2CC(=O)N2CCC(Cc3ccccc3)CC2)cc1,-2,-16,0.9,1,1.7,8,8,19,-0.2
Cc1cc(C)n(-c2ncnc3c2oc2ccccc23)n1,-19,1,0.5,-12,-1.8,-13,-11,-3,-2.5
O=C(NC(=O)c1ccccc1Cl)C(=O)Nc1ccc(Cl)cc1,-6,6,-0.2,-2,0.6,-15,-19,-11,0.3
CCCCn1ccc(O)c(Cc2ccc(F)cc2)c1=O,-7,-12,1.6,-9,-0.4,10,0,12,0.3
Cc1ccc(C(=O)Nc2cc(-c3ccn[nH]3)c(C)n(N)c2=O)cc1,-3,16,-0.5,9,0.9,1,-5,-18,-0.5

# Three entries out of the list above, arranged by the number in OXTR potentiate, falling:
canonical_smiles,OXTR potentiate,TAAR1 antagonist,GPR7 antagonist
O=C(NCCCN1CCCC1=O)c1cc(S(=O)(=O)N2CCOCC2)ccc1Cl,-5,-21,-2
O=C(NC(=O)c1ccccc1Cl)C(=O)Nc1ccc(Cl)cc1,-6,-15,-19
Cc1ccc(C(NC(=O)NC(C)c2ccccc2)C(Cl)(Cl)Cl)cc1F (stereo not drawn),-15,6,-15

# Rows are unselected; about 3.5% have a hit in one of these screens.
